Tat transport: E. coli Tat export inhibitors, primary screen, MC4100, TorA-mCherry reporter, fluorescence, single point | inhibition, % at 10 µM | 0.036% of 340,000 active;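 active = mean replicate inhibition at least 50% and at least half of replicates individually reaching 50%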;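 note: exported cargo escapes ClpAP degradation while cytoplasmic cargo is degraded and loses fluorescence; 0% = median of neutral control wells and 100% = median of NaSCN control wells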
Ecoli viability: E. coli V3065 growth inhibition, primary screen, counter-screen for AddAB inhibitor project, absorbance, OD600. inhibition, % at 11.9 µM. AID 449728, 2010. 18 h. 0.27% of 330,000 active;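 active = inhibition above the campaign's mean inhibition across all tested compounds plus 3 SD, cut at about 9.9% in these data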;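 note: uninfected addAB+ strain grown without phage in ampicillin broth; 0% = DMSO wells and 100% = ciprofloxacin 0.95 µg/ml wells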
SR-BI DiI-HDL act: activators of SR-BI mediated DiI-HDL uptake, primary screen, ldlA[mSR-BI] CHO cells, DiI fluorescence; 3 h; 100 = double the neutral-control signal; activation, % at 12.5 µM; 0.096% of 320,000 active;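 active = mean replicate activation of at least 60% and every replicate at or above 60%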;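 note: 0% = median plate neutral-control signal and 100% = twice that signal; values of inactives mirror those of a sister screen read the other way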
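Test system: SR-BI-overexpressing, LDLR-lacking CHO cells. Measured by: DiI fluorescence, bottom read. Medium: Ham's F12 with 0.5% BSA, HEPES 25 mM, pH 7.4. Timing: 3 h uptake period with compound, 37 °C.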
CAL PDZ FP-1: untagged CAL PDZ binding inhibitors, primary screen, biochemical, fluorescence polarization, HTS | Golgi-associated PDZ and coiled-coil motif-containing protein (Homo sapiens), Q9HD26 | purified CAL PDZ, TMR-peptide fluorescence polarization, 1 h | inhibition, % at 24.9 µM | 0.92% of 300,000 active | AID 602252, 2012;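 active = mean inhibition of at least 30% with at least half of replicates also reaching 30%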;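 note: 0% = DMSO neutral control and 100% = excess unlabeled competitor peptide PRC23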
SR-BI HDL uptake: inhibitors of SR-BI mediated HDL lipid uptake, primary screen, ldlA[mSR-BI] cells, fluorescence, single point. 0.96% of 320,000 active. Scavenger receptor class B member 1 (Mus musculus), Q61009. inhibition, % at 12.5 µM. ldlA[mSR-BI] CHO cells, DiI-HDL uptake fluorescence, 3 h;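 active = mean replicate inhibition of at least 70% and a set share of replicates each scoring 70 or more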;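 note: 0% = median of neutral control wells and 100% = median of positive control wells; values of inactives mirror those of a sister screen read the other way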
Target sequence (Q61009 whole entry, looked up): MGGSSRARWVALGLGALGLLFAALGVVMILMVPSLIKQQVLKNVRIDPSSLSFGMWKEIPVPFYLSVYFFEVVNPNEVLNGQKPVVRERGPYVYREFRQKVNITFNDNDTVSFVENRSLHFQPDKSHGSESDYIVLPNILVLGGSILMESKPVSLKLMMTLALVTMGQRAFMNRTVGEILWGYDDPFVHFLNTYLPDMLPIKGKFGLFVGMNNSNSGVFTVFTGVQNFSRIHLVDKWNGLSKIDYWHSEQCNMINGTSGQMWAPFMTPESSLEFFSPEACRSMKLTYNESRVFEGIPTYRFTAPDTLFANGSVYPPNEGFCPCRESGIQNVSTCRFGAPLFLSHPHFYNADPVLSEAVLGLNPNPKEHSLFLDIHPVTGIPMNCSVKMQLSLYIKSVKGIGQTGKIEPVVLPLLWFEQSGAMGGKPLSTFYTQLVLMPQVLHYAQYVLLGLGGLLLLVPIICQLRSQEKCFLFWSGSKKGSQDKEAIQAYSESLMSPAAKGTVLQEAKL
Wnt act: Wnt/beta-catenin pathway activators, primary screen, cell-based, plate reader, single point; Wnt/beta-catenin reporter cell assay, activator; activation, % at 9.35 µM; 1.2% of 300,000 active; AID 743398, 2014; in the data active = activation above about 30%, passing the limit was not always enough;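 note: 0% = neutral control wells and 100% = positive control wells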
phage Ecoli inh: growth loss of phage-infected E. coli, primary screen, RecBCD inhibitor project, absorbance, with phage, HTS | inhibition, % at 11.9 µM | 0.26% of 360,000 active; in the data active = inhibition above about 11%
AddAB inh: growth inhibition of E. coli expressing H. pylori AddAB, primary screen, AddAB inhibitor project, absorbance. 0.29% of 330,000 active. inhibition, % at 11.9 µM; in the data active = inhibition above about 12%;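 note: 0% = vehicle wells of infected cells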
MITF TRPM1 HTS: activators of MITF-driven TRPM1 promoter reporter, primary screen, cell-based, SK-MEL-5, luciferase, single point. activation, % at 12.5 µM. SK-MEL-5 TRPM1-promoter luciferase, 24 h; % of positive control, neutral wells = 0. 0.75% of 300,000 active. AID 588334, 2011;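 active = mean activation of at least 80% with every replicate also reaching 80%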;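 note: 0% = neutral control wells and 100% = parthenolide positive control wells; values of inactives mirror those of a sister screen read the other way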
CAL PDZ FP-2: CAL PDZ peptide-binding inhibitors, primary screen, biochemical, fluorescence polarization, Cer-tagged CAL PDZ, HTS. Golgi-associated PDZ and coiled-coil motif-containing protein (Homo sapiens), Q9HD26. purified CAL PDZ, TMR-peptide fluorescence polarization, 1 h. inhibition, % at 20 µM. 0.02% of 330,000 active. AID 504414, 2011;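 active = highest replicate inhibition of at least 40%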;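 note: plate controls were DMSO neutral control wells for no effect and unlabeled competitor peptide control wells for full effect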
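Test system: purified CerCALP PDZ construct; Compound dosing: one concentration, 20 µM compound; Also added: TMR-labelled reporter peptide T*-PRC34 bound in PDZ groove; Read-out: inhibition from polarization loss; Controls: unlabelled peptide and DMSO controls; Signal: FP readout, S and P plane fluorescence; Incubation: 1 h at RT.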
* marks the source's active call; other numbers are inactive results; x = no result given. Not a hit list (roughly 3.6% active in at least one column).

A first look, two compounds:
SMILES	Tat transport	Ecoli viability	SR-BI DiI-HDL act	CAL PDZ FP-1	SR-BI HDL uptake	Wnt act	phage Ecoli inh	AddAB inh	MITF TRPM1 HTS	CAL PDZ FP-2
CCC1(C(=O)OC)NC(c2ccco2)C2C(=O)N(c3ccccc3)C(=O)C21 (centres undefined)	6.5	-0.6	48.7	-3.9	-48.7	11.9	-2.9	0.5	x	-0.6
CCOCCCNCC(O)c1ccccc1 (centres undefined)	-4.2	0.7	8.4	-0.7	-8.4	x	4.4	0.5	-19.7	-2.4

The list itself, previewed entries included:
SMILES	Tat transport	Ecoli viability	SR-BI DiI-HDL act	CAL PDZ FP-1	SR-BI HDL uptake	Wnt act	phage Ecoli inh	AddAB inh	MITF TRPM1 HTS	CAL PDZ FP-2
CCC1(C(=O)OC)NC(c2ccco2)C2C(=O)N(c3ccccc3)C(=O)C21 (centres undefined)	6.5	-0.6	48.7	-3.9	-48.7	11.9	-2.9	0.5	x	-0.6
CCOCCCNCC(O)c1ccccc1 (centres undefined)	-4.2	0.7	8.4	-0.7	-8.4	x	4.4	0.5	-19.7	-2.4
Cc1ccc2[nH]c(=O)c(CN(Cc3ccccc3Cl)C(=O)N3CCOCC3)cc2c1	-13.1	0.6	-5.4	-0.3	5.4	-3.3	-1.4	0.9	1.9	0.5
Cn1nc(C(=O)Nc2c(-c3ccccc3)nc3sccn23)c2ccccc2c1=O	-2.8	-1.5	-24.1	2.8	24.1	-1.0	0.9	0.8	-1.2	-0.8
COC(=O)c1sc2ccccc2c1NC(=O)c1ccc(S(=O)(=O)N2CC(C)CC(C)C2)cc1 (centres undefined)	-9.5	1.4	-22.0	0.3	22.0	x	4.3	2.1	3.5	1.0
COC(=O)c1cc(Br)c(=O)n(CCc2ccc(F)cc2)c1	9.0	0.3	-39.8	-3.7	39.8	x	2.5	3.2	7.0	-0.5
CCOc1ccc(CN2CCCC(CO)(Cc3ccc(F)cc3)C2)cc1 (centres undefined)	5.6	-1.3	13.2	0.4	-13.2	0.0	3.5	0.2	2.7	-31.6
N#Cc1ccc(S(=O)(=O)NC[C@H]2O[C@@H](n3cnc4c(N)ncnc43)[C@H](O)[C@@H]2O)cc1	-4.5	1.1	18.3	-1.2	-18.3	-2.9	3.1	0.7	-17.7	0.2
CCn1c(SCC(=O)Nc2cc(C)on2)nc2sc3c(c2c1=O)CCCC3	-4.7	-2.3	14.4	-1.8	-14.4	-0.7	3.5	-0.8	9.1	-1.8
Cc1c(C(=O)NC2CCCCC2)oc2ccc(F)cc12	2.1	-1.9	-35.8	1.1	35.8	18.0	4.2	-1.1	37.2	-2.6
CCn1cc(S(=O)(=O)c2cccc(C)c2)c(=O)c2cc(F)c(N3CCN(C)CC3)cc21	-3.6	-4.0	16.8	1.1	-16.8	1.1	1.0	-1.6	-15.9	-2.6
CN(C(=O)COC(=O)c1cnc(Cl)c(Cl)c1)C1CCCCC1	-0.3	2.5	1.7	x	-1.7	-0.3	2.7	0.3	-32.8	0.1
CCOC(=O)c1nnc(-c2ccc(C)cc2)nc1N1CCSCC1	-2.9	-1.6	-62.0	-0.3	62.0	9.0	5.7	2.1	-9.5	-1.9
Cc1ccc(NC(=O)CN2C(=O)S/C(=C\c3cc(C)n(-c4cccc(C(=O)O)c4)c3C)C2=O)cc1	-5.5	-1.5	-5.0	-2.3	5.0	-1.1	2.4	-0.9	11.7	-0.2
Cc1c(C)c(C)c(S(=O)(=O)Nc2ccc3[nH]c(=O)[nH]c3c2)c(C)c1C	4.0	-1.3	-8.1	x	8.1	0.8	0.9	5.3	1.0	0.1
Cc1ccc(-c2n[nH]c(=S)c3ccccc23)cc1S(=O)(=O)NCC1CCCO1 (centres undefined)	7.9	-1.8	-24.7	38.5*	24.7	-1.2	0.9	0.6	-5.5	-3.6
COc1ccc(NC(=O)COC(=O)[C@@H]2CCCN2S(=O)(=O)c2ccccc2F)c(OC)c1	4.7	-3.0	9.4	x	-9.4	-1.4	0.0	-2.3	6.5	-0.6
CCCCCCNc1c(C(=O)OCC)c(=O)[nH]c2ccccc12	2.6	-0.2	2.3	0.4	-2.3	-1.1	1.8	2.7	-1.3	-4.4
COc1ccc(S(=O)(=O)NCCC(=O)NCc2cccs2)cc1	4.3	-3.6	48.7	-0.4	-48.7	x	2.4	0.5	-0.8	-1.7
O=C(Nc1ccccc1C(F)(F)F)C1CCN(C(=O)Cc2ccccc2)CC1	12.3	1.2	-23.7	-3.7	23.6	1.6	1.7	-1.6	-0.5	0.1
O=C(COc1ncnc2ccccc12)Nc1ccc(Cl)c(S(=O)(=O)N2CCOCC2)c1	-0.9	0.1	2.5	-8.9	-2.5	0.8	-0.9	-0.1	-6.8	-1.2
Nc1nc(Nc2cccc(C(F)(F)F)c2)nc(C(F)(F)F)n1	-5.1	2.8	0.8	x	-0.8	x	2.1	2.4	-9.7	0.4
COCCn1c(C)cc(C(=O)COC(=O)c2cccnc2SC)c1C	3.1	1.2	-18.7	-4.9	18.7	-1.8	3.8	0.8	-10.8	-1.2
Nc1nc(SCC(=O)C23CC4CC(CC(C4)C2)C3)n[nH]1	-0.8	1.4	1.4	-5.0	-1.4	-1.3	1.3	2.4	-8.3	-0.7
COc1ccc(CNC(=O)CCn2c(=O)oc3ccccc32)c(OC)c1	-17.0	1.2	x	-2.0	x	0.2	1.9	0.2	5.4	0.0
Cc1nn(C)c(C)c1NC(=S)Nc1ccc(S(=O)(=O)Nc2ncccn2)cc1	-1.0	0.2	20.0	39.1*	-20.0	0.5	3.8	0.2	4.3	-0.7
CC1CCN(C(=O)CN2C(=O)NC3(CCC(C)CC3)C2=O)CC1 (centres undefined)	4.4	-0.3	0.6	x	-0.6	-1.6	2.1	0.4	-6.1	0.0
CCC(C)NC(=O)[C@@H]1CSC2c3ccccc3C(=O)N21 (some centres undefined)	2.0	0.8	-2.5	-4.2	2.5	-1.6	-1.7	0.9	-8.4	-1.3
Cn1c(=O)oc2cc(S(=O)(=O)N3CCC(C(=O)N4CCc5ccccc5C4)CC3)ccc21	-7.2	-0.5	-1.5	x	1.5	-0.5	0.5	0.9	8.1	0.0
O=C(CCCc1cccs1)Nc1nc(-c2ccc(F)cc2)cs1	-1.5	-0.5	-22.4	-3.4	22.4	-1.0	4.3	-0.8	5.8	-2.1
Cc1cc(NC(=O)CSc2nnc(-c3cccc(Cl)c3)o2)no1	3.6	-6.2	10.6	-3.9	-10.6	1.1	-5.5	4.3	8.1	-0.5
O=C(CSCc1ccccc1)N1CCc2ccccc21	-2.9	1.9	-16.9	1.2	16.9	20.6	0.9	-0.6	95.0*	-1.7
O=C(COC(=O)c1n[nH]c(=O)c2ccccc12)c1ccc(Br)cc1	-1.3	-0.6	-0.8	-1.6	0.8	-0.9	1.3	-1.7	-4.1	-2.6
C=CCNc1nc(-c2ccc3c(c2)OCCO3)cs1	-4.2	0.2	2.2	-0.7	-2.2	41.7*	-0.2	0.6	28.9	-0.1
O=c1c2c3c(sc2nc(NCCO)n1-c1ccccc1)CCCC3	-4.8	0.7	-12.7	-0.8	12.7	-0.3	-1.6	2.0	-3.1	1.7
Cc1c(C#N)c(N)c(C(=O)c2ccccc2)n1Cc1ccccc1	0.1	1.6	-4.3	-3.0	4.3	x	0.6	1.1	-8.4	2.9
Cc1c(C(=O)N2CCOCC2)[nH]c2c1C(=O)CC(c1ccccc1Cl)C2 (centres undefined)	-13.2	-1.4	-15.2	2.4	15.2	x	0.4	1.6	-15.2	-4.0
Cc1ccc(N2C(=O)c3n[nH]c(C)c3C2c2ccco2)cc1 (centres undefined)	4.0	2.4	-4.6	x	4.6	x	3.3	1.1	20.2	-0.8
COc1ccc(S(=O)(=O)Nc2cccnc2)cc1OC	-4.6	1.4	25.7	x	-25.7	-0.5	2.5	4.3	-6.0	0.2
Cc1ccc(CS(=O)Cc2ccc(C(=O)N3CCN(C4CCCCC4)CC3)o2)cc1 (centres undefined)	8.4	0.6	2.9	x	-2.9	0.8	0.5	1.3	-0.8	-1.1
Cc1nn(C)cc1CNCc1c(C(=O)N2CCCCC2)nc2c(C)cccn12	-3.7	1.3	-3.7	-2.0	3.7	-3.7	2.9	-0.1	2.5	-1.3
Cc1csc(NC(=O)CSc2nccn2C)n1	-3.8	-1.5	13.5	-4.3	-13.5	5.6	0.6	1.8	11.6	2.7
COCCNC(=S)N/N=C/c1ccccc1C(=O)O	-2.0	-0.1	-8.9	-2.9	8.9	-1.4	0.5	1.1	-7.7	-2.3
COc1ccc(CCNC(=O)C2CCN(S(C)(=O)=O)CC2)cc1	8.6	-0.7	-9.0	-4.8	9.0	-1.7	0.4	2.2	-11.7	-0.7
Cc1c(C)c2ccc(OCC(=O)N3CCN(c4cccc(Cl)c4)CC3)cc2oc1=O	1.7	-1.7	-55.5	-0.1	55.5	-1.9	1.8	0.7	1.5	-2.4
CCCNC(=O)N1CCC(c2nc3ccccc3s2)CC1	-6.3	0.8	-9.0	-5.3	9.0	-1.4	3.8	1.5	-13.2	-1.9
O=C1COc2ccc(C(=O)COC(=O)c3cc(S(=O)(=O)NCc4ccccc4)ccc3O)cc2N1	-3.2	-1.0	x	2.7	x	-3.2	-2.8	3.2	-6.9	-1.2
O=C(COC(=O)c1cc(S(=O)(=O)N2CCCCC2)ccc1N1CCOCC1)NC1CCCCC1	0.8	-0.2	-2.1	x	2.1	x	-4.8	0.6	x	0.1
Cc1ccc(S(=O)(=O)Nc2ccc(F)c(S(=O)(=O)N3CCOCC3)c2)cc1	-6.2	-0.6	13.8	x	-13.8	-5.9	3.0	1.1	0.1	-1.6
Cc1noc(C)c1NC(=O)Nc1cccc2c1O[C@H](CN(C)S(C)(=O)=O)[C@@H](C)CN([C@H](C)CO)C2=O	-9.7	-0.7	23.3	1.8	-23.3	-1.6	3.5	2.4	-5.7	0.2
Cc1ccccc1NC(=O)Cc1nc(COC(=O)CCOc2ccccc2)cs1	4.2	-0.7	14.4	-2.8	-14.4	-0.8	0.8	1.3	-0.1	-1.4
CC(=O)Nc1ccc(C=C(C(C)=O)C(C)=O)cc1	-10.4	1.5	15.5	x	-15.5	-0.2	-2.4	-0.3	2.0	0.2
COc1cc(CO)cc(Br)c1OCC(=O)N1CCCCC1	-1.7	-0.7	33.9	-4.5	-33.9	-5.1	0.8	2.6	4.5	-0.7

Quoted from the listing:
In CAL PDZ FP-2, Cc1csc(NC(=O)CSc2nccn2C)n1 is listed with 2.7
In CAL PDZ FP-1, Cc1nn(C)cc1CNCc1c(C(=O)N2CCCCC2)nc2c(C)cccn12 is listed with -2.0
